All columns: NCI-60 one-dose screen, growth in % after 48 h at 10 µM unless noted; 100 = growth as untreated, 0 = no growth, -100 = all killed.
MALME-3M: MALME-3M melanoma. 78,000 tested, 5.8% active
SK-MEL-28: SK-MEL-28 melanoma; 81,000 tested, 4.1% active
SK-MEL-2: SK-MEL-2 melanoma. 77,000 tested, 4.7% active. AID 1794763
SK-MEL-5: SK-MEL-5 melanoma; 80,000 tested, 6.4% active
UACC-62: UACC-62 melanoma; 81,000 tested, 5.4% active
UACC-257: UACC-257 melanoma; 78,000 tested, 4.4% active
MDA-MB-435: MDA-MB-435 melanoma | AID 1794794 | 82,000 tested, 7.8% active
LOX IMVI: LOX IMVI melanoma | 79,000 tested, 7.4% active | AID 1794757
Numbers without * were called inactive; [ ] = remark or other dose. How the source made its calls: active means growth percent below 10; inactive means the rest.

What do the screens show for `OCc1cnccc1NC1CCNC1` (configuration not stated)?
MALME-3M: 108; SK-MEL-28: 113; SK-MEL-2: 113; SK-MEL-5: 105; UACC-62: 104; UACC-257: 81; MDA-MB-435: 104; LOX IMVI: 99

What do the screens show for `Cc1ccc(O)c(NC(=O)c2ccc(CNc3ccnc(C(F)(F)F)c3)cc2)c1`?
MALME-3M: 60; SK-MEL-28: 109; SK-MEL-2: 79; SK-MEL-5: 37; UACC-62: 14; UACC-257: 71; MDA-MB-435: 40; LOX IMVI: 41

How did Nc1nc2c(ncn2[C@@H]2O[C@H](C(=O)O)[C@@H](O)[C@H]2O)c(=O)[nH]1 do in these assays?
MALME-3M: 103; SK-MEL-28: 104; SK-MEL-2: 114; SK-MEL-5: 102; UACC-62: 100; UACC-257: 96; MDA-MB-435: 104; LOX IMVI: 98

Results for COc1ccc(C(Cl)C(F)(F)F)cc1 (configuration not stated) ?
MALME-3M: 103; SK-MEL-28: 103; SK-MEL-2: 98; SK-MEL-5: 105; UACC-62: 97; UACC-257: 107; MDA-MB-435: 102; LOX IMVI: 99

Results for O=C1NC(=O)C(=Cc2cn(Cc3cccc4ccccc34)c3ccccc23)C(=O)N1 ?
MALME-3M: 81; SK-MEL-28: 100; SK-MEL-2: 106; SK-MEL-5: 84; UACC-62: 70; UACC-257: 86; MDA-MB-435: 48; LOX IMVI: 85

What do the screens show for `C=CCNCc1cc(O)c(CNCC=C)cc1O`?
MALME-3M: 132; SK-MEL-28: 111; SK-MEL-2: 104; SK-MEL-5: 98; UACC-62: 95; UACC-257: 89; MDA-MB-435: 105; LOX IMVI: 94

What do the screens show for `Cc1cc(C(=O)O)c(N)c(C)n1`?
MALME-3M: 109; SK-MEL-28: 117; SK-MEL-2: 119; SK-MEL-5: 115; UACC-62: 97; MDA-MB-435: 107; LOX IMVI: 95

How did COP(=O)(OC)c1nnn(-c2cccc([N+](=O)[O-])c2)c1C do in these assays?
MALME-3M: 105; SK-MEL-28: 113; SK-MEL-2: 106; SK-MEL-5: 100; UACC-62: 99; UACC-257: 105; MDA-MB-435: 108; LOX IMVI: 96

How did O=c1c2ccccc2nc(COc2ccccc2)n1NCc1ccc([N+](=O)[O-])cc1 do in these assays?
MALME-3M: 101; SK-MEL-28: 104; SK-MEL-2: 87; SK-MEL-5: 87; UACC-62: 39; UACC-257: 103; MDA-MB-435: 30; LOX IMVI: 91

How did C=C[C@@]1(C)C=C2CC[C@H]3[C@@](C)(CCC[C@]3(C)C=O)[C@@H]2CC1 do in these assays?
MALME-3M: 92; SK-MEL-28: 98; SK-MEL-2: 102; SK-MEL-5: 99; UACC-62: 98; UACC-257: 101; MDA-MB-435: 96; LOX IMVI: 97

What do the screens show for `Cc1c(Cc2ccccc2)c(=O)oc2c(C)c(OCC(=O)NN)ccc12`?
MALME-3M: 101; SK-MEL-28: 112; SK-MEL-2: 109; SK-MEL-5: 100; UACC-62: 94; UACC-257: 96; MDA-MB-435: 107; LOX IMVI: 93

Results for COc1cc2ncnc(Nc3cccc(Cl)c3F)c2cc1OC(=O)N1CCN(C)C[C@H]1C ?
MALME-3M: 106; SK-MEL-28: 87; SK-MEL-5: 81; UACC-62: 77; UACC-257: 69; MDA-MB-435: 94; LOX IMVI: 80

Ordered by molecular weight (low to high): some entries from above.
What do the screens show for `Cc1cc(C(=O)O)c(N)c(C)n1`?
MALME-3M: 109; SK-MEL-28: 117; SK-MEL-2: 119; SK-MEL-5: 115; UACC-62: 97; MDA-MB-435: 107; LOX IMVI: 95

What do the screens show for `OCc1cnccc1NC1CCNC1` (configuration not stated)?
MALME-3M: 108; SK-MEL-28: 113; SK-MEL-2: 113; SK-MEL-5: 105; UACC-62: 104; UACC-257: 81; MDA-MB-435: 104; LOX IMVI: 99

How did C=C[C@@]1(C)C=C2CC[C@H]3[C@@](C)(CCC[C@]3(C)C=O)[C@@H]2CC1 do in these assays?
MALME-3M: 92; SK-MEL-28: 98; SK-MEL-2: 102; SK-MEL-5: 99; UACC-62: 98; UACC-257: 101; MDA-MB-435: 96; LOX IMVI: 97

How did Nc1nc2c(ncn2[C@@H]2O[C@H](C(=O)O)[C@@H](O)[C@H]2O)c(=O)[nH]1 do in these assays?
MALME-3M: 103; SK-MEL-28: 104; SK-MEL-2: 114; SK-MEL-5: 102; UACC-62: 100; UACC-257: 96; MDA-MB-435: 104; LOX IMVI: 98

What do the screens show for `Cc1c(Cc2ccccc2)c(=O)oc2c(C)c(OCC(=O)NN)ccc12`?
MALME-3M: 101; SK-MEL-28: 112; SK-MEL-2: 109; SK-MEL-5: 100; UACC-62: 94; UACC-257: 96; MDA-MB-435: 107; LOX IMVI: 93

Results for O=C1NC(=O)C(=Cc2cn(Cc3cccc4ccccc34)c3ccccc23)C(=O)N1 ?
MALME-3M: 81; SK-MEL-28: 100; SK-MEL-2: 106; SK-MEL-5: 84; UACC-62: 70; UACC-257: 86; MDA-MB-435: 48; LOX IMVI: 85

Additional records follow.
What do the screens show for `CCCCCCCCCCCCCCCCCOC(=O)CCCCCCCCCCCCC`?
MALME-3M: 123; SK-MEL-28: 123; SK-MEL-2: 123; SK-MEL-5: 109; UACC-62: 113; UACC-257: 102; MDA-MB-435: 101; LOX IMVI: 98

What do the screens show for `O=C1OCC/C1=C/OCCCCCCO/C=C1/CCOC1=O`?
MALME-3M: 111; SK-MEL-28: 100; SK-MEL-2: 107; SK-MEL-5: 100; UACC-62: 105; UACC-257: 101; MDA-MB-435: 105; LOX IMVI: 92

How did O=C1Nc2ccc(Br)cc2C12CC(c1ccccc1)=NN2 (configuration not stated) do in these assays?
MALME-3M: 38; SK-MEL-28: 56; SK-MEL-2: 75; SK-MEL-5: 24; UACC-62: 48; MDA-MB-435: -21*; LOX IMVI: 52

How did O=C1c2cc3c(cc2-c2c1c1ccc(Cl)cc1c(=O)n2C[C@H](O)[C@@H](O)[C@H](O)CO)OCO3 do in these assays?
MALME-3M: -28*; SK-MEL-28: -19*; SK-MEL-2: -67*; UACC-62: -87*; UACC-257: -49*; MDA-MB-435: -39*; LOX IMVI: -19*

What do the screens show for `C#Cc1cccc(NC(=O)Nc2cccc(N=C=S)c2)c1`?
MALME-3M: 91[8.25 µM]; SK-MEL-28: 103[8.25 µM]; SK-MEL-2: 109[8.25 µM]; SK-MEL-5: 96[8.25 µM]; UACC-62: 89[8.25 µM]; UACC-257: 102[8.25 µM]; MDA-MB-435: 97[8.25 µM]; LOX IMVI: 102[8.25 µM]

How did O=S(=O)(Nc1ccc2[nH]ccc2c1)C(F)(F)F do in these assays?
MALME-3M: 69; SK-MEL-28: 104; SK-MEL-2: 104; SK-MEL-5: 97; UACC-62: 90; UACC-257: 101; MDA-MB-435: 102; LOX IMVI: 104

How did CN1CC(=O)N(c2ccccc2)N=C1C(=O)Nc1ccccc1Cl do in these assays?
MALME-3M: 110; SK-MEL-28: 101; SK-MEL-2: 110; SK-MEL-5: 98; UACC-62: 95; UACC-257: 124; MDA-MB-435: 103; LOX IMVI: 116

What do the screens show for `ClC(Cl)(Cl)C1OCCCO1`?
MALME-3M: 101; SK-MEL-28: 109; SK-MEL-2: 124; SK-MEL-5: 103; UACC-62: 115; UACC-257: 98; MDA-MB-435: 97; LOX IMVI: 106

Results for C=CCON(C)c1ccccc1 ?
MALME-3M: 85; SK-MEL-28: 105; SK-MEL-2: 96; SK-MEL-5: 103; UACC-62: 102; MDA-MB-435: 101; LOX IMVI: 92

What do the screens show for `Cc1c(NC(=S)Nc2ccc(S(=O)(=O)Nc3ccc(Cl)nn3)cc2)n(-c2ccccc2)c(=O)n1C`?
MALME-3M: 91; SK-MEL-28: 102; SK-MEL-2: 109; SK-MEL-5: 96; UACC-62: 95; UACC-257: 102; MDA-MB-435: 102; LOX IMVI: 93

Results for Cc1ccc(C2SCC(=O)N2NC(=O)c2[nH]c3ccc(F)cc3c2-c2ccccc2)cc1 (configuration not stated) ?
MALME-3M: 92; SK-MEL-28: 97; SK-MEL-2: 98; SK-MEL-5: 90; UACC-62: 78; UACC-257: 87; MDA-MB-435: 96; LOX IMVI: 91

What do the screens show for `Cc1ccc(S(=O)(=O)OCC2CC=CCC2COS(=O)(=O)c2ccc(C)cc2)cc1` (configuration not stated)?
MALME-3M: 81; SK-MEL-28: 114; SK-MEL-2: 69; SK-MEL-5: 68; UACC-62: 69; UACC-257: 87; MDA-MB-435: 95; LOX IMVI: 89

What do the screens show for `CCCCC(C=O)(CC)CCC#N` (configuration not stated)?
MALME-3M: 96; SK-MEL-28: 111; SK-MEL-2: 123; SK-MEL-5: 104; UACC-62: 100; UACC-257: 98; MDA-MB-435: 104; LOX IMVI: 97

Results for CCCCCCCCCCCCCCNC1=C(Br)C(=O)c2c(C(=O)OC)c(C)nc(C)c2C1=O ?
MALME-3M: 35; SK-MEL-28: 90; SK-MEL-2: 69; SK-MEL-5: 45; UACC-62: 59; UACC-257: 74; MDA-MB-435: 57; LOX IMVI: 61

How did CCC(C#N)(C(N)=O)c1ccccc1 (configuration not stated) do in these assays?
MALME-3M: 108; SK-MEL-28: 119; SK-MEL-2: 103; SK-MEL-5: 104; UACC-62: 105; UACC-257: 110; MDA-MB-435: 100; LOX IMVI: 99

Results for O=NN(CCCl)C(=O)NCCc1cccc[n+]1[O-] ?
MALME-3M: 102; SK-MEL-28: 105; SK-MEL-2: 112; SK-MEL-5: 102; UACC-62: 103; UACC-257: 111; MDA-MB-435: 109; LOX IMVI: 97

Results for CCCCCCCCCCCCCCCCCC(=O)NCc1cc(OC)c(OC)c(OC)c1 ?
MALME-3M: 99; SK-MEL-28: 98; SK-MEL-2: 105; SK-MEL-5: 98; UACC-62: 83; UACC-257: 107; MDA-MB-435: 107; LOX IMVI: 97

How did Cl.Fc1c[c-]c(-c2ccccn2)c(F)c1.[Pt].c1ccc(P(c2ccccc2)C([PH+](c2ccccc2)c2ccccc2)[PH+](c2ccccc2)c2ccccc2)cc1 do in these assays?
MALME-3M: -13*; SK-MEL-28: 34; SK-MEL-2: 7.1*; SK-MEL-5: -91*; UACC-62: 23; UACC-257: 6.4*; MDA-MB-435: 13; LOX IMVI: 12

What do the screens show for `CC#Cc1c(C)c(N2CCN(CCOc3ccc4c(c3)CC[C@@H]3[C@@H]4CC[C@]4(C)[C@@H](O)CC[C@@H]34)CC2)cc2c1CCN2S(C)(=O)=O`?
MALME-3M: 92; SK-MEL-28: 76; SK-MEL-2: 85; SK-MEL-5: 64; UACC-62: 62; UACC-257: 113; MDA-MB-435: 82; LOX IMVI: 73

What do the screens show for `Cc1nc2ccccc2c2c(N)cccc12`?
MALME-3M: 140; SK-MEL-28: 112; SK-MEL-2: 108; SK-MEL-5: 107; UACC-62: 86; UACC-257: 100; MDA-MB-435: 115; LOX IMVI: 103

How did CCn1c(SCC(=O)Nc2cccc(C(=O)/C=C/c3ccc(Br)cc3)c2)nc2ccccc2c1=O do in these assays?
MALME-3M: 95; SK-MEL-28: 98; SK-MEL-2: 106; SK-MEL-5: 92; UACC-62: 74; UACC-257: 96; MDA-MB-435: 99; LOX IMVI: 42

What do the screens show for `C#COc1cccc(Nc2ncnc3ncc(NC(=O)C=C)cc23)c1`?
MALME-3M: 104[6.25 µM]; SK-MEL-28: 97[6.25 µM]; SK-MEL-2: 81[6.25 µM]; SK-MEL-5: 91[6.25 µM]; UACC-62: 80[6.25 µM]; UACC-257: 74[6.25 µM]; MDA-MB-435: 93[6.25 µM]; LOX IMVI: 64[6.25 µM]

How did Sc1nc2ccccc2s1 (tested in a mixture with another compound) do in these assays?
MALME-3M: 96; SK-MEL-28: 123; SK-MEL-2: 98; SK-MEL-5: 98; UACC-62: 104; UACC-257: 105; MDA-MB-435: 111; LOX IMVI: 96

How did COC(=O)[C@H](C)NC(=O)NC(=O)NC(=O)CI do in these assays?
MALME-3M: -54*; SK-MEL-28: 48; SK-MEL-2: 88; SK-MEL-5: 100; UACC-62: 41; UACC-257: 104; MDA-MB-435: 63; LOX IMVI: -66*

How did COc1cc2c(cc1C)C(=O)c1ccccc1-2 do in these assays?
MALME-3M: 108; SK-MEL-28: 99; SK-MEL-2: 86; SK-MEL-5: 103; UACC-62: 96; UACC-257: 94; MDA-MB-435: 100; LOX IMVI: 99

What do the screens show for `COc1ccc(NC(=O)[C@H](C)N)cc1C(=O)Nc1cccc(C2CC(=O)c3c(cc(OC)c(OC)c3OC)O2)c1` (some centres not stated)?
MALME-3M: 105; SK-MEL-28: 101; SK-MEL-2: 101; SK-MEL-5: 77; UACC-62: 84; UACC-257: 107; MDA-MB-435: 93; LOX IMVI: 89

What do the screens show for `CC(C)C1=C[C@@]23CC[C@H]4[C@](C)(COCCC#N)CCC[C@]4(C)[C@H]2C[C@@H]1[C@@H]1[C@H]3[C@@H](OCCC#N)CC[C@@H]1OCCC#N`?
MALME-3M: 61; SK-MEL-28: 49; SK-MEL-2: 25; SK-MEL-5: 39; UACC-62: 45; UACC-257: 41; MDA-MB-435: 40; LOX IMVI: 40

What do the screens show for `O=C1/C(=C/c2ccccc2)Oc2ccc(O)c(I)c21`?
MALME-3M: 101; SK-MEL-28: 112; SK-MEL-2: 95; UACC-62: 86; UACC-257: 97; MDA-MB-435: 103; LOX IMVI: 94

What do the screens show for `Clc1nc(OCc2cn(Cc3ccccc3)nn2)nc(N2CCCC2)n1`?
MALME-3M: 110; SK-MEL-28: 116; SK-MEL-2: 104; SK-MEL-5: 102; UACC-62: 93; UACC-257: 95; MDA-MB-435: 100; LOX IMVI: 91

What do the screens show for `NS(=O)(=O)c1ccc(CCN2C(=O)/C(=C/c3ccc(Br)cc3)C=C2c2ccccc2)cc1`?
MALME-3M: 101; SK-MEL-28: 97; SK-MEL-2: 96; SK-MEL-5: 92; UACC-62: 59; UACC-257: 95; MDA-MB-435: 87; LOX IMVI: 86

Screening results deposited in PubChem BioAssay by NCI.
